# PRC2 inh: inhibitors of human EZH2/PRC2 methyltransferase; PRC2 H3K27 methylation, DELFIA TRF, 1 h; inhibition, % at 12.5 µM; 0.35% of 57,000 active; AID 651548;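 active = mean inhibition of replicates at least 50% and every single replicate also reaching 50%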;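 note: dimethyl H3K27 on biotinylated H3 21-44 peptide detected by antibody; plate controls were median neutral control wells for no effect and median positive control wells for full effect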
# Target sequence (Q15910 whole entry, looked up): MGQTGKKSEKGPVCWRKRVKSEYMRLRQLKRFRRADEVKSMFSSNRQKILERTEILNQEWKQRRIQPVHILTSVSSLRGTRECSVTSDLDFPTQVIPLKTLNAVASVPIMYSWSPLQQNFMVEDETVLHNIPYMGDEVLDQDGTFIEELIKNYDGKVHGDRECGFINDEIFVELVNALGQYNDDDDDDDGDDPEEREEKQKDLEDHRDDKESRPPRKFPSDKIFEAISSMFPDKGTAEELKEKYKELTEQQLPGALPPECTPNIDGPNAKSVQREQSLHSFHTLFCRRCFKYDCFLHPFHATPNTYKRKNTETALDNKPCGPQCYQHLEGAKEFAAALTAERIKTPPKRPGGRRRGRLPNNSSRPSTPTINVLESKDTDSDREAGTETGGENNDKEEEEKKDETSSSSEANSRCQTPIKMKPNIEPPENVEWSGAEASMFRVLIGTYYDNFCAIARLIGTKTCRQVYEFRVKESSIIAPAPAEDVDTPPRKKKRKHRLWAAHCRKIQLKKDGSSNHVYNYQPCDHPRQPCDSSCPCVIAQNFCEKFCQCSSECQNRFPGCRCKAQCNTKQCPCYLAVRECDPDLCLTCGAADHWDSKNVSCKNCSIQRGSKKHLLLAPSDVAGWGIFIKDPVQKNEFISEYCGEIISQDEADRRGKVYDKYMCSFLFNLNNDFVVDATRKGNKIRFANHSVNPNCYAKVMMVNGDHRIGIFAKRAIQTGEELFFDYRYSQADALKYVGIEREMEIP
# IDH1 R132H inh: blocks human IDH1 R132H reductase activity. O75874. diaphorase/resazurin fluorescence, 60 min. inhibition, % at 10 µM. 0.18% of 70,000 active. AID 624101; in the data active = inhibition above about 34%;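 note: 0% = DMSO and 100% = no enzyme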
# An asterisk follows results filed as active; . = no result given. An excerpt (hit frequency here may not be typical).
# Sample of the layout, 11 compounds:
SMILES,PRC2 inh,IDH1 R132H inh
Cc1ccc(S(=O)(=O)N(C)C[C@H]2OCCCC[C@H](C)Oc3ccc(NC(=O)Nc4cccc5ccccc45)cc3C(=O)N([C@@H](C)CO)C[C@@H]2C)cc1,.,0.9
O/N=C/c1ccc(Cl)s1,-16,0.3
Cc1cccc(CN(C)C[C@@H]2OCc3cn(nn3)CCCC(=O)N([C@@H](C)CO)C[C@@H]2C)c1,0,1.7
CCCNC(=O)Nc1ccc2c(c1)C(=O)N(C)C[C@H](OC)[C@H](C)CN(Cc1cccnc1)[C@H](C)CO2,-1,0.2
Cc1ccc(NC(=O)CSc2ncn[nH]2)c(C)c1,5,-0.3
COc1ccc([Si](C)(C)[C@@H]2[C@@H](CCn3cc([C@H](O)c4ccccc4)nn3)O[C@]3(C(=O)N(Cc4ccc(N5CCC5=O)cc4)c4ccccc43)[C@H]2C)cc1,9,.
C[C@@H]1CN([C@@H](C)CO)C(=O)c2cc(NS(=O)(=O)c3ccccc3)ccc2O[C@@H]1CN(C)C,5,0.8
Cc1ccc(F)cc1S(=O)(=O)N[C@@H]1CCN(Cc2ccc(OC(C)C)cc2)C1,7,.
CCCN(C)C[C@@H]1Oc2cc(C3=CCCC3)ccc2S(=O)(=O)N([C@@H](C)CO)C[C@H]1C,0,1.9
COc1ccc(C(=O)O[C@H]2CC(C)=CC[C@]3(C)[C@@H]2[C@](O)(C(C)C)C[C@@H]3O)cc1,-18,-0.2
C[C@H]1CN([C@@H](C)CO)C(=O)c2cc(C#CCN(C)C)cnc2O[C@H]1CN(C)C(=O)c1ccc(F)cc1,-4,-0.1

# Results (from the top)
SMILES,PRC2 inh,IDH1 R132H inh
Cc1ccc(S(=O)(=O)N(C)C[C@H]2OCCCC[C@H](C)Oc3ccc(NC(=O)Nc4cccc5ccccc45)cc3C(=O)N([C@@H](C)CO)C[C@@H]2C)cc1,.,0.9
O/N=C/c1ccc(Cl)s1,-16,0.3
Cc1cccc(CN(C)C[C@@H]2OCc3cn(nn3)CCCC(=O)N([C@@H](C)CO)C[C@@H]2C)c1,0,1.7
CCCNC(=O)Nc1ccc2c(c1)C(=O)N(C)C[C@H](OC)[C@H](C)CN(Cc1cccnc1)[C@H](C)CO2,-1,0.2
Cc1ccc(NC(=O)CSc2ncn[nH]2)c(C)c1,5,-0.3
COc1ccc([Si](C)(C)[C@@H]2[C@@H](CCn3cc([C@H](O)c4ccccc4)nn3)O[C@]3(C(=O)N(Cc4ccc(N5CCC5=O)cc4)c4ccccc43)[C@H]2C)cc1,9,.
C[C@@H]1CN([C@@H](C)CO)C(=O)c2cc(NS(=O)(=O)c3ccccc3)ccc2O[C@@H]1CN(C)C,5,0.8
Cc1ccc(F)cc1S(=O)(=O)N[C@@H]1CCN(Cc2ccc(OC(C)C)cc2)C1,7,.
CCCN(C)C[C@@H]1Oc2cc(C3=CCCC3)ccc2S(=O)(=O)N([C@@H](C)CO)C[C@H]1C,0,1.9
COc1ccc(C(=O)O[C@H]2CC(C)=CC[C@]3(C)[C@@H]2[C@](O)(C(C)C)C[C@@H]3O)cc1,-18,-0.2
C[C@H]1CN([C@@H](C)CO)C(=O)c2cc(C#CCN(C)C)cnc2O[C@H]1CN(C)C(=O)c1ccc(F)cc1,-4,-0.1
CO[C@@H]1CN(C)C(=O)c2ccc(NC(=O)c3nc4ccccc4s3)cc2OC[C@@H](C)NC[C@H]1C,-2,-1.2
C[C@@H]1CN([C@H](C)CO)C(=O)c2cc(NS(=O)(=O)c3cccs3)ccc2O[C@@H]1CN(C)Cc1ccccc1,-6,1.1
COC(=O)CCCCCCC(=O)N/N=C/[C@H](O)[C@@H](O)[C@H](O[C@@H]1O[C@H](CO)[C@H](O)[C@H](O)[C@H]1O)[C@H](O)CO,7,.
COc1ccc(S(=O)(=O)Nc2ccc3c(c2)C(=O)N([C@H](C)CO)C[C@H](C)[C@H](CN(C)C(=O)Nc2ccc(C(F)(F)F)cc2)O3)cc1,.,1.0
C[C@H]1CN([C@@H](C)CO)C(=O)Cc2cc(NC(=O)Nc3cccc4ccccc34)ccc2O[C@@H]1CN(C)S(=O)(=O)c1ccccc1,.,0.0
CN(C)C(=O)C[C@H]1C[C@H]2c3cc(NC(=O)c4ccc5c(c4)OCO5)ccc3O[C@H]2[C@H](CO)O1,0,-0.3
COc1ccc(NC(=O)N(C)C[C@H]2OCc3ccccc3-c3c(n(C)c4ccccc34)C(=O)N([C@H](C)CO)C[C@H]2C)cc1,-34,-2.0
CC(C)C#Cc1ccc2c(c1)O[C@@H](CN(C)C(=O)c1cnccn1)[C@@H](C)CN([C@H](C)CO)S2(=O)=O,-4,-0.2
COCC(=O)Nc1ccc2c(c1)[C@H]1C[C@H](CC(=O)NCc3ccccn3)O[C@H](CO)[C@H]1O2,-1,-3.4
Cc1ccc(S(=O)(=O)Nc2ccc3c(c2)C(=O)N([C@H](C)CO)C[C@H](C)[C@@H](CN(C)Cc2ccc4c(c2)OCO4)O3)cc1,7,.
Cc1ccc(S(=O)(=O)N(C)C[C@@H]2OCc3ccccc3-c3ccccc3C(=O)N([C@@H](C)CO)C[C@@H]2C)cc1,-36,.
C[C@H](CO)N1C[C@H](C)[C@@H](CN(C)S(=O)(=O)c2ccc(F)cc2)Oc2c(NC(=O)Nc3cccc4ccccc34)cccc2C1=O,.,3.1
O=C(CCN1CCCCC1)N[C@H]1CC[C@@H](CCNS(=O)(=O)c2ccccc2)O[C@@H]1CO,6,0.3
COc1cc(NC(=O)CN(C)S(=O)(=O)c2cc(Cl)ccc2Cl)cc(OC)c1,-16,-0.4
# Next section.
SMILES,PRC2 inh,IDH1 R132H inh
COc1ccc(OC)c(C(=O)CSc2nnc(-c3ccncc3)n2-c2ccc(C)cc2)c1,13,0.1
Cc1ccc([N+](=O)[O-])cc1NC(=O)CSC1=NCCS1,6,0.0
COCC(=O)Nc1ccc2c(c1)[C@H]1C[C@@H](CC(=O)OC)O[C@H](CO)[C@H]1O2,12,-1.6
O=C(C[C@@H]1C[C@H]2c3cc(NS(=O)(=O)c4ccccc4)ccc3O[C@H]2[C@H](CO)O1)N1CCCCC1,10,6.6
C[C@@H]1CN([C@H](C)CO)C(=O)c2cc(C#CCN(C)C)cnc2O[C@@H]1CN(C)Cc1cccc(F)c1,-5,-0.8
C[C@H]1CCCCO[C@H](CN(C)C(=O)CCC(F)(F)F)[C@@H](C)CN([C@@H](C)CO)C(=O)c2cc(NC(=O)Cc3ccccc3)ccc2O1,.,-0.3
Cn1c(SCC(=O)c2ccc([N+](=O)[O-])cc2)nnc1-c1cccs1,-10,0.3
CCNC(=O)C[C@H]1C=C[C@H](NS(=O)(=O)c2ccc(F)cc2)[C@H](CO)O1,19,0.1
C[C@H](CO)N1C[C@H](C)[C@H](CN(C)C)Oc2cc(-c3cccnc3)ccc2S1(=O)=O,0,-1.8
C[C@@H]1CCCCO[C@@H](CN(C)C(=O)Nc2cccc3ccccc23)[C@H](C)CN([C@@H](C)CO)C(=O)c2cc(NC(=O)CCCN(C)C)ccc2O1,.,-0.5
Cc1cccc(C)c1Oc1nc(-c2ccccc2)ncc1S(=O)(=O)c1ccccc1,2,0.0
Cc1ccc(S(=O)(=O)N(C)C[C@H]2Oc3c(NC(=O)c4nc5ccccc5s4)cccc3C(=O)N([C@@H](C)CO)C[C@H]2C)cc1,.,1.4
NC(=O)c1ccc2[nH]ccc2c1,1,-0.3
C[C@@H]1CN([C@@H](C)CO)C(=O)c2cc(-c3ccccc3)cnc2O[C@H]1CN(C)Cc1ccc(C(=O)O)cc1,.,0.0
CCn1c(SCC(=O)c2ccc(OC)cc2)nnc1-c1ccccc1Cl,14,-0.2
COc1ccccc1CCNC(=O)c1cc(-c2ccccn2)nc2ccc(Br)cc12,2,0.1
CNC[C@@H]1Oc2cc(-c3ccc(C)cc3)ccc2S(=O)(=O)N([C@@H](C)CO)C[C@H]1C,-27,-0.5
CO[C@H]1CN(C)C(=O)c2cc(NC(=O)C3CCCC3)ccc2OC[C@@H](C)N(C)C[C@@H]1C,-8,0.2
C/C=C/c1cnc2c(c1)C(=O)N([C@H](C)CO)C[C@@H](C)[C@H](CN(C)S(=O)(=O)c1ccccc1)O2,.,-0.3
C[C@@H]1CN([C@H](C)CO)C(=O)c2cc(C3=CCCCC3)cnc2O[C@H]1CN(C)C(=O)Nc1ccccc1,-6,.
C[C@@H]1CN([C@H](C)CO)C(=O)CCCn2cc(nn2)CO[C@@H]1CN(C)Cc1ccc(C(F)(F)F)cc1,7,2.2
O=C(C[C@@H]1C[C@@H]2c3cc(NC(=O)Nc4ccccc4F)ccc3O[C@@H]2[C@H](CO)O1)NCC1CC1,12,0.1
Cc1ccc(S(=O)(=O)N[C@H]2CC[C@H](CCNC(=O)c3ccc4c(c3)OCO4)O[C@H]2CO)cc1,-5,-0.4
COc1ccccc1S(=O)(=O)N[C@@H]1CC[C@@H](CCNC(=O)C2CC2)O[C@@H]1CO,-1,0.3
C[C@H](CO)N1C[C@H](C)[C@H](CN(C)CC2CC2)Oc2c(NC(=O)C3CC3)cccc2C1=O,2,0.9
# (listing goes on)
SMILES,PRC2 inh,IDH1 R132H inh
CO[C@@H]1CN(C)C(=O)c2cc(NS(=O)(=O)c3ccc(C)cc3)ccc2OC[C@H](C)NC[C@@H]1C,-2,-0.2
CC(=O)N1CCc2nc(SCC(=O)Nc3cccc(C#N)c3)c(C#N)c(C(F)(F)F)c2C1,9,0.0
C[C@@H]1CN([C@@H](C)CO)C(=O)Cc2cc(NC(=O)Cn3cnnn3)ccc2O[C@@H]1CN(C)Cc1ccccc1,0,.
C[C@H]1CN([C@@H](C)CO)C(=O)c2cc(C3=CCCCC3)cnc2O[C@H]1CN(C)Cc1cccnc1,20,-1.1
COc1ccc(S(=O)(=O)N(C)C[C@@H]2Oc3ccc(NC(=O)CCCCCC(=O)Nc4ccccc4N)cc3CC(=O)N([C@H](C)CO)C[C@H]2C)cc1,-18,.
CO[C@@H]1CN(C)C(=O)c2cc(NC(=O)C3CCCCC3)ccc2OC[C@H](C)N(Cc2cccnc2)C[C@@H]1C,-11,0.2
COCC(=O)N(C)C[C@@H]1Oc2cc(-c3cccnc3)ccc2S(=O)(=O)N([C@@H](C)CO)C[C@H]1C,-12,-0.2
Cc1noc(C)c1NC(=O)N(C)C[C@H]1OCc2cn(nn2)CCCC(=O)N([C@H](C)CO)C[C@@H]1C,.,-0.5
Cc1noc(C)c1S(=O)(=O)Nc1ccc2c(c1)C(=O)N([C@@H](C)CO)C[C@@H](C)[C@@H](CN(C)C(=O)NC1CCCCC1)OCCCC[C@@H](C)O2,.,1.3
CS(=O)(=O)N(CC(=O)Nc1ccc(C(F)(F)F)cc1)c1ccc(Oc2ccccc2)cc1,5,-0.1
COCC(=O)Nc1ccc2c(c1)C(=O)N(C)C[C@@H](OC)[C@H](C)CN(C(=O)C1CCCC1)[C@H](C)CO2,16,-0.4
C[C@H]1CCCCO[C@H](CN(C)C(=O)Nc2ccc(F)cc2)[C@@H](C)CN([C@@H](C)CO)C(=O)c2cc(NC(=O)Nc3cccc4ccccc34)ccc2O1,.,0.3
CC1=C(C(=O)Nc2ccc(Cl)cc2)C(c2cccnc2)n2ncnc2N1 (centres undefined),8,0.0
CCCNC(=O)N1C[C@H](C)[C@H](OC)CN(C)C(=O)c2cc(NC(=O)CCC)ccc2OC[C@H]1C,1,0.2
O=C(C[C@H]1C[C@@H]2c3cc(NC(=O)Nc4ccc(F)cc4)ccc3O[C@@H]2[C@H](CO)O1)NCC1CC1,-7,-0.1
COc1ccc(C2CC(=O)c3c(O)cc(O)cc3O2)cc1O (centres undefined),.,-0.5
COc1cccc(NC(=O)N(C)C[C@H]2Oc3cc(C#CC4(O)CCCC4)ccc3S(=O)(=O)N([C@H](C)CO)C[C@@H]2C)c1,5,.
CC(C)NC(=O)Nc1ccc2c(c1)C(=O)N([C@@H](C)CO)C[C@H](C)[C@H](CN(C)S(=O)(=O)c1cn(C)cn1)O2,.,0.3
C[C@H]1CCCCO[C@H](CN(C)C)[C@@H](C)CN([C@@H](C)CO)C(=O)c2cc(NC(=O)Nc3ccc(F)cc3)ccc2O1,2,0.1
CC(C)NC(=O)Nc1ccc2c(c1)C(=O)N([C@@H](C)CO)C[C@@H](C)[C@@H](CN(C)C(=O)NC(C)C)O2,6,0.3
Cc1ccc(-c2cc(C(F)(F)F)n3nc(C(=O)NCCN4CCOCC4)c(Cl)c3n2)cc1,-9,-0.6
CC(C)C#Cc1cnc2c(c1)C(=O)N([C@H](C)CO)C[C@H](C)[C@H](CN(C)S(=O)(=O)c1cn(C)cn1)O2,-5,-0.1
C[C@H]1CN([C@@H](C)CO)C(=O)c2cc(NS(=O)(=O)c3ccc(F)cc3)ccc2O[C@@H]1CN(C)CC1CCCCC1,0,2.5
COc1ccc(C#Cc2ccc3c(c2)O[C@H](CN(C)C(=O)NC2CCCCC2)[C@H](C)CN([C@H](C)CO)S3(=O)=O)cc1,2,-1.6
CCCC#Cc1cnc2c(c1)C(=O)N([C@@H](C)CO)C[C@@H](C)[C@@H](CN(C)S(=O)(=O)c1ccccc1)O2,4,-2.6
# Next part:
SMILES,PRC2 inh,IDH1 R132H inh
C[C@H]1CCCCO[C@@H](CN(C)C(=O)c2ccncc2)[C@@H](C)CN([C@@H](C)CO)C(=O)c2cc(NC(=O)CCC(F)(F)F)ccc2O1,.,-1.0
Nc1ncnc2c1c1nc3ccccc3nc1n2CCc1ccccc1,-6,0.4
C[C@@H]1CN([C@H](C)CO)C(=O)c2cccc(N(C)C)c2O[C@@H]1CN(C)S(=O)(=O)c1ccccc1,6,1.4
C[C@@H]1CCCCO[C@H](CN(C)C(=O)Nc2ccccc2)[C@H](C)CN([C@@H](C)CO)C(=O)c2cc(NC(=O)Nc3ccc(F)cc3)ccc2O1,.,-0.6
CNC[C@@H]1Oc2cc(C#CC3CCCC3)ccc2S(=O)(=O)N([C@@H](C)CO)C[C@H]1C,.,3.0
C[C@H]1CN([C@@H](C)CO)S(=O)(=O)c2ccc(-c3ccncc3)cc2O[C@@H]1CN(C)C,-7,-3.6
COc1ccccc1NC(=O)N(C)C[C@@H]1OCc2ccccc2-c2c(n(C)c3ccccc23)C(=O)N([C@@H](C)CO)C[C@H]1C,-42,.
